High-throughput results as filed in PubChem BioAssay.
PDI inh = PDI (human) enzyme inhibition. hit rate 0.052% among 350,000. inhibition, % at 10 µM. PDI insulin aggregation turbidity, A650, 90 min. AID 588391;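 active means mean inhibition across replicates of 30% or more, whatever share of single replicates reach that level; inconclusive means mean inhibition below 30% while every single replicate reaches 30%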;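 further: absorbance from insulin aggregation driven by PDI reduction with DTT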
Target sequence (P07237 whole entry, looked up): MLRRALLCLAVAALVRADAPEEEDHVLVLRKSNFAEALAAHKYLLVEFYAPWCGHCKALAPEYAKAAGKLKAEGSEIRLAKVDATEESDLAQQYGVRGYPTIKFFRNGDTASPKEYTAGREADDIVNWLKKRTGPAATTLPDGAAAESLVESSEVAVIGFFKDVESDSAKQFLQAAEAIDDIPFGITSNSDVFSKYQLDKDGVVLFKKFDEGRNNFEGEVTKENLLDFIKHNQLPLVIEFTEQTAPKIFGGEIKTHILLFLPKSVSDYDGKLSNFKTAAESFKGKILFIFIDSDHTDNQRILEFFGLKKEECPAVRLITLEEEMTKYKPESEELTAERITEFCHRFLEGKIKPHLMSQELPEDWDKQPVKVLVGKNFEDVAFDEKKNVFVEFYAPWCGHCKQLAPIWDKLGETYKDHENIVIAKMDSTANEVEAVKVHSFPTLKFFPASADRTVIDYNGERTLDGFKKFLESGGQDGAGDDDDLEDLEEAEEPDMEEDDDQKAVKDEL
HIF-2a inh = blocks HIF-2a reporter activity. AID 624352. hit rate 0.72% among 360,000. inhibition, % at 18.8 µM. 786-0 RCC cells HIF-2a reporter, luciferase luminescence, overnight;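 active means inhibition of the luminescence signal of 40% or more relative to plate controls, in a single-dose primary screen at 18.75 µM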
NR2E3 ag-1 = agonists of human nuclear receptor NR2E3; Q9Y5X4; GST-NR2E3/biotin-RetCOR TR-FRET, 1536-well; inhibition of corepressor binding, % at 4.78 µM; hit rate 0.12% among 320,000; AID 2300;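 active means percent inhibition above the cutoff of mean plus 3 SD of all tested compounds, set per screening campaign, cut at about 20% in these data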;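 further: 0% = DMSO wells and 100% = biotin wells as full block of FRET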
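Material – GST-tagged NR2E3 plus biotinylated RetCOR corepressor · Quantity – NR2E3 fusion 1.35 nM · Times – 5 h incubation at 4 °C · Medium – pH 7.5 Tris-based buffer · Technique – TR-FRET, Eu(K)-anti-GST donor, streptavidin-D2 acceptor, ex 340, em 617/671 nm · Benchmarks – high control biotin, low control 0.6% DMSO · Format – 1536-well plates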
NR2E3 ag-2 = activates human NR2E3 receptor; inhibition of corepressor binding, % at 3.98 µM; Q9Y5X4; CHO-S Gal4-NCOR/VP16-NR2E3 two-hybrid, luciferase; hit rate 0.35% among 360,000; AID 602229;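 active means inhibition above the mean of all tested compounds plus 3 SD, cut at about 70% in these data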;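 further: 0% = DMSO with NR2E3 transfected cells and 100% = cells lacking NR2E3 construct; higher means lower luciferase signal from less NR2E3 corepressor binding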
m5-HT2A agonist = agonists of mouse serotonin 5-HT2A receptor (HTR2A); AID 624169; activation, % at 7.6 µM; CHO-K1 mHTR2A beta-arrestin complementation, luminescence; percent of 30 µM serotonin response; P35363; hit rate 0.66% among 360,000;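 active means activation above a run cutoff, the mean activation of all tested compounds plus 3 SD, cut at about 14% in these data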;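 further: 0% = plate median of compound wells and 100% = 30 µM serotonin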
Target sequence (P35363 whole entry, looked up): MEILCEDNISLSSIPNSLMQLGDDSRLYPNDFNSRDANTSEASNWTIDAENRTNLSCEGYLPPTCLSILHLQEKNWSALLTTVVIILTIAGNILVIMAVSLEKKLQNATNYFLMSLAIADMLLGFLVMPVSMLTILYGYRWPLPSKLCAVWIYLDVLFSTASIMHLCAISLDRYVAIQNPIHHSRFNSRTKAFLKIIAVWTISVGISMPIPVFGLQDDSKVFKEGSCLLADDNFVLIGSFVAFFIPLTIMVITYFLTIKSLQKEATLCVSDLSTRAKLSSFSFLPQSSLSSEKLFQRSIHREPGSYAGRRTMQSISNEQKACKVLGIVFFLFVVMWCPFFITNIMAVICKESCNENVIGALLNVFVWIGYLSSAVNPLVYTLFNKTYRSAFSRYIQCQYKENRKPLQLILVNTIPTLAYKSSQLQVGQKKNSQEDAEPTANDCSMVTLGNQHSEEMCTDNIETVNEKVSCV
Cardio protect = modulators protecting cardiomyocytes from myocardial damage; H9c2 cardiomyocytes, H2O2 injury protection, ATPLite, 2 h; protection from H2O2 cell death, % at 20 µM; hit rate 0.63% among 360,000; AID 588492;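 active means compounds giving at least 50% protection of heart cells from peroxide-induced death in the single-dose screen, raw or plate-pattern-corrected value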;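 further: 0% = DMSO wells with peroxide and 100% = DMSO wells without peroxide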
Shn3 inh set2 = Schnurri-3 reporter inhibition in Clone20 osteoblasts; Clone20 osteoblast Shn3 3'UTR firefly luciferase, 24 h; inhibition, % at 12.5 µM; hit rate 0.52% among 360,000; AID 588674;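 active means mean inhibition of at least 75% with every replicate also reaching 75%; inconclusive means mean inhibition at least 75% but some replicate below; inactive means mean inhibition below 75%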;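 further: 0% = median of neutral control wells and 100% = pilot-screen positive control compound; some compounds past the cut are filed as inactive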
CaV13 FRET inh = Primary screen for inhibitors of IQ motif and Ca2+-dependent inactivation inhibitor domain binding in CACNA1D, Förster resonance energy transfer in living cells, …; inhibition, % at 12.3 µM; AID 743397; hit rate 0.098% among 340,000; HEK cells, CFP/YFP FRET ICDI-IQ, plate reader, 10 min; percent FRET-ratio fall versus neutral wells;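 active means mean replicate inhibition of at least 30% and at least 1% of replicates passing that level; inconclusive means only one of the two criteria is met; inactive means neither criterion is met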;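 further: 0% = median of the neutral control wells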
TRPM1 prom inh = inhibitors of MITF-driven TRPM1 promoter in melanoma cells | SK-MEL-5 TRPM1 promoter luciferase, 24 h | inhibition, % at 12.5 µM | hit rate 0.83% among 330,000;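 active means mean inhibition across replicates of 60% or more, whatever share of single replicates reaches that level; inconclusive means some that reach 60%, reason not given; inactive means mean inhibition across replicates below 60%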; further: values of inactives mirror those of a sister screen read the other way
iPSC survival up = enhancers of human iPSC single-cell survival | hiPSC single-cell survival, ATPlite luminescence; 100% = ROCK inhibitor wells, 0% = DMSO | AID 602274 | hit rate 0.044% among 360,000 | survival enhancement, % at 20 µM; in the data active means survival enhancement above about 18%;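 further: cells exposed to compounds for 16 hours before the ATP read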
Peg3 prom inh = reduces Peg3 promoter-driven luciferase expression in HeLa; HeLa PEG-Prom luciferase reporter, luminescence, overnight; hit rate 1.7% among 360,000; inhibition, % at 20 µM; AID 588405;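 active means inhibition of at least 50% at 20 µM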
* hit, by the source's call; ? = inconclusive; · = no result given; & = joins results of further samples.

Molecule	PDI inh	HIF-2a inh	NR2E3 ag-1	NR2E3 ag-2	m5-HT2A agonist	Cardio protect	Shn3 inh set2	CaV13 FRET inh	TRPM1 prom inh	iPSC survival up	Peg3 prom inh
CCC1CCCCN1CCCNC(=O)c1ccc2c(c1)N(Cc1ccc(F)cc1)C(=O)c1ccccc1S2=O (configuration not stated)	13	28	-3	9	-13	-8	3	-2	-1	-0.2	48
COc1ccc(CC(C)N2CCN(c3cccc(C(F)(F)F)c3)CC2)cc1OC (configuration not stated)	19	19	-2	-6	-4	-8	14	-4	6	1.6	14
O=c1c(-c2ccccc2)coc2cc(O)ccc12	·	-304	1	-117	-4	-7	5	·	-59	-1.8	-350
COc1ccc(N(C(=O)CNC(=O)c2ccco2)C(C(=O)NC2CCCC2)c2cccnc2)cc1 (configuration not stated)	20	17	-1	-47	0	-1	7	-2	5	0.1	7
O=c1c2cc(Cl)cc(Cl)c2nc2n1CCC2	2	15	-10	-2	1	5	9	1	18	0.0	25
Cc1cc(C)cc(OCC(=O)Nc2ccc3c4c(cccc24)CC3)c1	7	13	-1	-32	-2	-6	-16	-4	6	4.3	34
Cc1nn(C)c(C)c1NC(=O)COc1ccc(Cl)cc1	0	5	3	6	-11	-10	36	-6	·	0.0	3
Clc1cccc(Cl)c1Cn1ccc(C2CC2)n1	-3	-209	-1	-135	-5	-7	-81	-3	-79	-0.2	-258
COc1ccc(CCN2CC(C(=O)Nc3cc(F)ccc3F)CC2=O)cc1OC (configuration not stated)	-8	10	1	7	3	5	14	-14	4	-0.2	12
O=C(Nc1cccc(Cl)c1)c1ccc(S(=O)(=O)NCC2CCCO2)cc1 (configuration not stated)	2	1	1	-12	-9	-9	17	-5	4	0.1	0
COc1ccc(Cn2c(O)c(C=Nc3ccc(O)cc3)c3ccccc3c2=O)cc1	10	-31	-1	-2	-5	-6	12	-12	-4	-0.6	-8
O=C(NCCn1c(-c2ccncc2)nc2ccccc21)[C@H]1CCCN1c1nc(CN2CCCCC2)cs1	-5	-8	-3	9	3	4	10	-9	-6	-3.1	-22

Structural class: the compounds so far with a halogen (7)
Molecule	PDI inh	HIF-2a inh	NR2E3 ag-1	NR2E3 ag-2	m5-HT2A agonist	Cardio protect	Shn3 inh set2	CaV13 FRET inh	TRPM1 prom inh	iPSC survival up	Peg3 prom inh
CCC1CCCCN1CCCNC(=O)c1ccc2c(c1)N(Cc1ccc(F)cc1)C(=O)c1ccccc1S2=O (configuration not stated)	13	28	-3	9	-13	-8	3	-2	-1	-0.2	48
COc1ccc(CC(C)N2CCN(c3cccc(C(F)(F)F)c3)CC2)cc1OC (configuration not stated)	19	19	-2	-6	-4	-8	14	-4	6	1.6	14
O=c1c2cc(Cl)cc(Cl)c2nc2n1CCC2	2	15	-10	-2	1	5	9	1	18	0.0	25
Cc1nn(C)c(C)c1NC(=O)COc1ccc(Cl)cc1	0	5	3	6	-11	-10	36	-6	·	0.0	3
Clc1cccc(Cl)c1Cn1ccc(C2CC2)n1	-3	-209	-1	-135	-5	-7	-81	-3	-79	-0.2	-258
COc1ccc(CCN2CC(C(=O)Nc3cc(F)ccc3F)CC2=O)cc1OC (configuration not stated)	-8	10	1	7	3	5	14	-14	4	-0.2	12
O=C(Nc1cccc(Cl)c1)c1ccc(S(=O)(=O)NCC2CCCO2)cc1 (configuration not stated)	2	1	1	-12	-9	-9	17	-5	4	0.1	0

(list continues)
Molecule	PDI inh	HIF-2a inh	NR2E3 ag-1	NR2E3 ag-2	m5-HT2A agonist	Cardio protect	Shn3 inh set2	CaV13 FRET inh	TRPM1 prom inh	iPSC survival up	Peg3 prom inh
CC(C)(C)NC(=O)C1c2ccccc2OCC(=O)N1Cc1cccnc1 (configuration not stated)	·	-2	·	-24	0	·	·	-2	·	0.8	·
Cc1csc(SCC(=O)Nc2ccccc2[N+](=O)[O-])n1	-2	-95	5	-4	-3	-4	-13	-2	-3	-3.2	-59
CC(=O)Nc1ccc2c(c1)ncn2-c1ccc(C)cc1	-5	-205	-1	-137	-2	-4	-109	-11	-33	-0.5	-253
CCCCNC(=O)COC(=O)c1ccc(Cl)c(S(N)(=O)=O)c1	8	9	2	-22	5	4	9	-3	10	1.8	5
COc1ccc(N2CCN(C(=S)Nc3ccc(F)cc3)CC2)cc1	-10	8	1	21	3	0	10	-2	16	0.4	0
O=C(c1ccc(OCCN2CCCCC2)cc1)c1c(-c2ccc(O)cc2)sc2cc(O)ccc12	?	3&9	4&-3	20&42	-12&-5	-9&-3	3&-20	-6&-5	-11&4	-0.3&7.6	32&12
Nc1nn(-c2cccc(F)n2)cc1-c1ccccc1	2	-205	·	-168	-3	-9	-32	-5	-47	-1.1	-229
Cc1[nH]c(=O)[nH]c(=O)c1S(=O)(=O)NCCOC12CC3CC(CC(C3)C1)C2	0	15	-2	1	1	1	-7	-5	4	0.0	4
CCc1n[nH]c(=S)n1/N=C/c1c(C)nn(-c2ccccc2)c1Cl	0	11	2	-19	1	3	6	5	28	0.7	38
O=C(/C=C/c1ccc(Br)o1)NC(c1ccccc1)c1ccccc1	5	15	0	5	-7	-1	-10	-3	-4	-1.1	20
O=C(COC(=O)c1cn(-c2ccccc2)nc1-c1ccccc1)Nc1ncc(Cl)cc1Cl	-3	12	5	-3	-4	-1	10	-14	-8	0.2	15
Cc1ccc(OCC(=O)Nc2ccc3c(c2)nc2n3CCOC2)cc1	-5	-2	-2	2	3	11	5	-6	-2	1.1	-7

Part of the list above, limited to Shn3 inh set2, m5-HT2A agonist and NR2E3 ag-2:
| Compound | Shn3 inh set2 | m5-HT2A agonist | NR2E3 ag-2 |
| --- | --- | --- | --- |
| O=C(c1ccc(OCCN2CCCCC2)cc1)c1c(-c2ccc(O)cc2)sc2cc(O)ccc12 | 3&-20 | -12&-5 | 20&42 |
| Nc1nn(-c2cccc(F)n2)cc1-c1ccccc1 | -32 | -3 | -168 |
| Cc1[nH]c(=O)[nH]c(=O)c1S(=O)(=O)NCCOC12CC3CC(CC(C3)C1)C2 | -7 | 1 | 1 |

More structures follow:
Molecule	PDI inh	HIF-2a inh	NR2E3 ag-1	NR2E3 ag-2	m5-HT2A agonist	Cardio protect	Shn3 inh set2	CaV13 FRET inh	TRPM1 prom inh	iPSC survival up	Peg3 prom inh
O=C(O)CCC(=O)/C=C/c1ccccc1	2	17	2	-24	3	-5	-10	-10	-3	0.8	3
Cc1ccc(NC(=O)CSc2nc(C)c(Cc3ccccc3)c(=O)[nH]2)cc1C	2	34	0	-12	5	-10	-11	-4	7	0.7	42
COC(=O)C12OCC34C(CC5C(C)=C(O)C(=O)CC5(C)C3C(O)C1O)OC(=O)C(OC(=O)C=C(C)C)C24 (configuration not stated)	-2	68*	·	103*	2	3	99*	-6	72*	-1.9	100*
CCOC(=O)C1CCCN(C(=O)/C=C/c2ccc(Cl)cc2)C1 (configuration not stated)	-4	9	2	-35	6	-5	1	-5	5	1.9	-4
Cc1cccc(C)c1NC(=O)CCCN1C(=O)C(c2ccccc2)Oc2cccnc21 (configuration not stated)	0	11	8	-3	4	2	-20	-15	1	0.3	27
Cc1cccc(NS(=O)(=O)c2ccc(C)c(C(=O)NCC(c3cccs3)N(C)C)c2)c1 (configuration not stated)	1	-34	·	-2	2	-1	26	-5	-8	4.3	-39
COc1ccc(CC(=O)NC(CC(=O)O)c2ccc(OC)cc2)cc1 (configuration not stated)	3	17	2	10	-1	-6	-3	-4	12	-0.2	9
CN(C)c1ncc(S(=O)(=O)c2ccccc2)c(-c2ccc(Cl)cc2Cl)n1	5	-2	0	-26	-7	-3	-14	-4	-5	-1.5	18
Oc1c(CNc2ccccc2)cc(COCc2ccccc2)c2cccnc12	-11	13	·	-50	-10	46	39	-5	50	-1.0	31
COc1ccc(Nc2ncnc3sc(C)cc23)c(OC)c1	-3	-148	-1	-29	-3	8	-26	5	-30	0.8	-59
CCOc1ccc(/C=N/NC(=O)c2cc3ccccc3cc2OC)cc1	-9	-6	3	-73	-8	-5	3	-6	-7	1.3	16
O=C(CSc1nnc2scc(-c3ccccc3)n12)c1ccc2c(c1)OCCO2	·	-25	0	-28	1	13	-6	-4	9	-2.0	-10
Cc1cc(NC(=O)CSc2nnc(COc3cccc(C)c3C)n2Cc2ccco2)no1	1	4	3	4	-7	6	4	-6	5	-0.8	2
CCOc1ccc(CC(=N)C2=C(O)CC(C)(C)CC2=O)cc1OCC	-9	11	-3	-34	-1	12	0	-3	8	-0.6	-7
O=C(Nc1ccccc1)C1COc2ccccc2O1 (configuration not stated)	3	-184	1	-30	3	-3	-28	-1	-33	-0.3	-88
Cn1c(=O)n(C)c2cc(N3CCCC3)c(NC(=O)c3cccc(F)c3)cc21	1	3	-5	-16	-5	3	-14	-6	12	-0.1	11
COc1ccc(OC)c(N(C)S(=O)(=O)c2ccc3c(c2)N(C(C)=O)CCO3)c1	0	7	-1	-4	1	6	10	-6	3	0.2	13
CCCS(=O)(=O)N1CCCC(C(=O)NCCN2CCOCC2)C1 (configuration not stated)	-1	17	0	-15	5	-5	10	·	2	-1.9	-1
CCn1cc(C(=O)NCCCN2CCCC(C)C2)c(=O)c2cc(S(=O)(=O)N(C)C3CCCCC3)ccc21 (configuration not stated)	8	15	-3	-2	-3	-3	8	-3	1	-0.5	13
COC(=O)C1Cc2c([nH]c3ccccc23)CN1C(C)=O (configuration not stated)	4	1	1	-41	-3	9	8	-2	5	-0.4	-18
CC1(C(=O)NCC2CCCO2)Oc2cccnc2NC1=O (configuration not stated)	-7	11	1	-26	1	4	-2	-7	-9	-0.4	23
Cc1cc(=O)oc2cc(OC(=O)C3CCN(C(=O)c4ccc(F)cc4)CC3)ccc12	-3	6	4	0	-1	32	-1	-1	-11	-0.3	-15
COC(=O)c1c(NC(=O)CCCC(=O)O)sc2c1CCC2	6	8	1	2	-7	4	-10	-7	-7	-0.5	8
CC1(C)Cc2c(sc(NC(=O)C(=O)NCC3CCCO3)c2C(N)=O)CO1 (configuration not stated)	-6	0	0	-12	0	1	-1	-2	-9	-0.5	-2
CCCNC(=O)Cn1c(-c2ccc(F)cc2)cc(C(=O)OCC)c1C	?	17	4	22	4	2	-5	-2	10	-3.2	-7
CCC(=O)Nc1cc(-c2cc3ccccc3oc2=O)ccc1OC	0	-167	3	-49	-1	-3	-37	-2	-73	-2.1	-214
